# Compound activity as filed in PubChem BioAssay.
# CXCR6 block = blocks human CXCR6 beta-arrestin recruitment; inhibition, % at 20 µM; O00574; CHO-K1 PathHunter CXCR6 beta-arrestin, luminescence; hit rate 0.36% among 360,000; AID 602244; in the data active means inhibition above about 34%, passing the limit was not always enough;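 further: antagonist mode with CXCL16 agonist at 10 nM final; 0% = 10 nM CXCL16 with DMSO and 100% = unstimulated wells without agonist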
# Target sequence (O00574 whole entry, looked up): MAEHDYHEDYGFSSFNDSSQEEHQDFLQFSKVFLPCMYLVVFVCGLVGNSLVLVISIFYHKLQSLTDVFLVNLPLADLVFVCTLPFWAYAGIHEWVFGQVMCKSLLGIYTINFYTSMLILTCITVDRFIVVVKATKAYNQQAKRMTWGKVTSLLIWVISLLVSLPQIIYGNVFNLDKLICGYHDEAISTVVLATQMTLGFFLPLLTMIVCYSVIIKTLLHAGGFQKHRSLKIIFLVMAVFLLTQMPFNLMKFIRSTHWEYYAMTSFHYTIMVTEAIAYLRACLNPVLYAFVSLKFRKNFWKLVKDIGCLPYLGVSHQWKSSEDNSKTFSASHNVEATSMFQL
# APJ agonist = APJ receptor agonism; activation, % at 20 µM; P35414; CHO-K1 APJ PathHunter beta-arrestin, luminescence; 0% DMSO wells, 100% apelin; hit rate 0.11% among 330,000;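 active means activation more than six SD over the plate average, tested at 20 µM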;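 further: 0% = DMSO alone and 100% = apelin-13 at 10 nM; some results filed as inactive read as strong as hits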
#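 Material: engineered CHO-K1 APJ arrestin reporter cells; amount: 1000 CHO-K1 reporter cells seeded per well; incubation: compound stimulation 90 min at 25 °C, detection 60 min; signal: luminescent beta-gal fragment complementation, chemiluminescent substrate; read-out basis: APJ agonist activity; controls: DMSO-only wells as negative, 10 nM Apelin-13 as positive control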
# ATG4B inh = inhibitors of human ATG4B cysteine protease. hit rate 0.51% among 340,000. ATG4B cleavage of LC3-PLA2, NBD-HPC fluorescence, 1 h. Q9Y4P1. inhibition, % at 8.33 µM; in the data active means inhibition above about 40%
# CCR6 antagonist = blocks CCL20-driven beta-arrestin recruitment at human CCR6. CHO-K1 CCR6 PathHunter beta-arrestin, luminescence, CCL20-stimulated. P51684. AID 493098. hit rate 0.49% among 340,000. inhibition, % at 20 µM;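 active means compounds whose inhibition of the agonist-driven luminescence signal at 20 µM reaches about 50%, limit read from the data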;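 further: cells stimulated with CCL20 at 14 nM final; plate controls were DMSO with CCL20 for no effect and DMSO without agonist for full effect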
# Target sequence (P51684 whole entry, looked up): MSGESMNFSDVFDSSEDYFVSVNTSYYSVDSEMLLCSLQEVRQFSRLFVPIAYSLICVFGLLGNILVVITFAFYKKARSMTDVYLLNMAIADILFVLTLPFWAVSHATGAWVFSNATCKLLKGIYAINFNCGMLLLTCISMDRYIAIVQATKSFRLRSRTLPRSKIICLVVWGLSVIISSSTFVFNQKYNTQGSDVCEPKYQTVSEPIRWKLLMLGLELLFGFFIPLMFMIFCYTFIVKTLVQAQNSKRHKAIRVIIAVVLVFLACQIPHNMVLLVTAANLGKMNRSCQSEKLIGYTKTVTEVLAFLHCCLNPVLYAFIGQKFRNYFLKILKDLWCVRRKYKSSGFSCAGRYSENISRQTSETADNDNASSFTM
# APJ antag = APJ receptor antagonism; P35414; CHO-K1 APJ beta-arrestin complementation, luminescence; inhibition, % at 20 µM; hit rate 0.32% among 330,000;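 active means inhibition above about 40% at 20 µM, limit read from the data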;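 further: cells challenged with 10 nM apelin-13 agonist together with compound; plate controls were apelin-13 plus DMSO wells for no effect and DMSO wells lacking apelin-13 for full effect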
# EBI2 antag = blocks human EBI2 receptor beta-arrestin signaling; P32249; EBI2 beta-arrestin recruitment, luminescence, 7a,25-OHC stimulated; AID 651636; hit rate 0.81% among 360,000; inhibition, % at 5 µM; in the data active means inhibition above about 38%;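 further: enzyme fragment complementation signal reports receptor beta-arrestin coupling in cells; 0% = agonist plus DMSO wells and 100% = wells without agonist; some results beyond the cut were filed as inactive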
# Gli-Sufu antag = blocks Gli-Sufu signaling in a luciferase reporter | hit rate 0.74% among 340,000 | Sufu-KO-LIGHT fibroblasts, Gli luciferase reporter luminescence | inhibition, % at 5 µM | AID 588413;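 active means inhibition above about 55%, limit read from the data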;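 further: 0% = DMSO-treated cells and 100% = wells with medium but no cells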
# UBC13 inh = blocks human UBC13 polyubiquitin chain formation; TR-FRET; inhibition, % at 20 µM; hit rate 0.47% among 330,000; AID 485273; in the data active means inhibition above about 45%, passing the limit was not always enough; inconclusive means no clear call, values can overlap the other calls
# Target sequence (P61088 whole entry, looked up): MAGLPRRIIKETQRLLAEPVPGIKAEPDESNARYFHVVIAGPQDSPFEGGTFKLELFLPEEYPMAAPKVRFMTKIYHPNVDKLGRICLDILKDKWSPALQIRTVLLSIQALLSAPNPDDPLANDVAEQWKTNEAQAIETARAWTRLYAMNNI
# * hit, by the source's call; ? = inconclusive; · = no result given.
SMILES,CXCR6 block,APJ agonist,ATG4B inh,CCR6 antagonist,APJ antag,EBI2 antag,Gli-Sufu antag,UBC13 inh
Cc1cc(Cl)ccc1OC(C)C(=O)Nc1ccccc1N1CCOCC1 (centres undefined),2,-2,9,22,14,13,33,10
COCCN1C(=O)N[C@@H](c2cccc(F)c2)C(C(C)=O)=C1C,5,2,-7,9,18,0,0,4
Cc1cc(C)n(-c2ccc(C(=O)Nc3cccnc3Cl)cc2)n1,-5,-9,-1,11,-2,4,-4,7
C[C@H](CO)N1C[C@H](C)[C@@H](CN(C)S(=O)(=O)c2cccs2)Oc2ccc(NC(=O)Nc3ccccc3)cc2C1=O,1,-3,-4,11,-5,-4,1,9
Cn1c(=O)c2[nH]c(CSCc3ccccc3)nc2n(C)c1=O,-2,·,-2,9,·,-7,3,·
O=C(O)c1ccc(NCc2nc3ccccc3n2Cc2ccccc2)cc1,4,-6,0,1,7,7,4,20
Cc1csc(NC(=O)CS(=O)(=O)Cc2ccccc2)n1,-1,-3,-4,12,-2,-6,1,4
O=C(NCC(=O)N(Cc1ccccc1)C(C(=O)NCC1CCCO1)c1ccccc1)c1cccs1 (centres undefined),-8,6,-2,-20,9,1,0,2
Cc1cc(NS(=O)(=O)c2ccc(Nc3nc(-c4ccc(C)c(C)c4)cs3)cc2)no1,-6,0,44*,-11,-5,-6,-6,-30
O=C(CCn1c(=O)oc2ccccc21)NCCCN1CCCC1=O,-3,-4,-3,1,-9,-2,1,-2
COc1ccccc1CNc1ccc2nnc(CCNC(=O)c3ccc(C)cc3)n2n1,0,-3,-8,2,2,-1,13,-4
O=C(COc1ccc(S(=O)(=O)NC2CCCCC2)cc1)NC1CCCCC1,-3,2,3,-1,11,-5,6,5
Cc1cc(=O)c(C(=O)O)nn1-c1ccccc1C(F)(F)F,0,-3,-3,9,-4,-5,-15,3
Cc1ccc(/C=N/NC(=O)Cn2cnc3ccccc32)o1,3,-3,1,8,-9,-4,5,3
O=C(N/N=C/c1ccc(OC(=O)c2ccccc2)cc1)c1cccc(O)c1,-9,4,0,-7,-20,-62,-12,-3
COc1ccc(-c2nn(-c3ccccc3)cc2C(=O)O)cc1N,6,0,-2,4,8,-1,2,-4
CCCCNC(=O)c1cc2c(=O)n3cccc(C)c3nc2n(CCN2CCOCC2)c1=N,5,-3,-4,18,8,1,2,-3
CC(C)Oc1ccc(C(=O)Nc2ccc(N3CCCCC3)cc2)cc1,7,4,27,15,16,-8,-3,-1
O=C(Nc1cccc(-c2ccc(F)cc2)c1)C1CCCN(C(=O)c2cscn2)C1 (centres undefined),5,-1,0,-2,-1,-3,3,-5
CCOC(=O)N1CCN(C(=O)c2ccc(OC(C)=O)cc2)CC1,-2,0,3,11,-6,2,11,4
C/C(=N\O)C(C)(C)Nc1cccc(Br)c1,-4,-3,0,-1,-9,-3,-7,?
CCOC(=O)C(=O)Nc1ccccc1C(=O)OC,-9,-3,-1,8,-1,1,-6,2
O=C(NN=Cc1ccc(O)cc1)c1ccccc1NS(=O)(=O)c1cccs1,9,0,-11,19,0,13,-4,-17
O=S(=O)(Cc1ncc(C(F)(F)F)cc1Cl)c1ccccc1,3,0,-6,2,22,-10,-5,-6
CCc1ccc(OCc2ccc(C(=O)OC)o2)cc1,-7,-4,4,15,14,-8,-68,2
O=C(COc1ccc(F)cc1F)NNC(=O)Nc1cccc([N+](=O)[O-])c1,12,8,3,11,18,-1,-19,-4
C=CCN1C(=O)C(CC(=O)Nc2ccc(OCC)cc2)N(Cc2ccccn2)C1=S (centres undefined),-8,-2,-5,-17,17,11,-18,14
CCOC(=O)N1CCN(CC(=O)c2ccc3c(c2)CCN3)CC1,-5,-4,10,-2,-12,-13,-3,-9
C=CCOc1cccc(C2C(C(=O)c3ccco3)=C(O)C(=O)N2Cc2ccco2)c1 (centres undefined),2,-1,5,-6,1,4,-8,-6
CCOc1cc2c(C#N)c(N3CCCC3)nc(N)c2c(N)n1,-10,9,-6,-7,-58,-6,2,-31
O=C(NC1CCCCC1)N1CCC(c2nc3ccc(Cl)cc3[nH]2)CC1,-7,-2,0,-21,-2,3,14,4
N#CCc1nn(-c2ccc(Cl)cc2)c(N)c1C#N,-4,1,2,-11,2,-6,-2,-6
c1ccc2c(c1)Oc1ccccc1S2,-9,-2,3,-6,1,7,8,3
COc1ccc(S(=O)(=O)N2CCN(Cc3ccc(OC)c(OC)c3)CC2)cc1,3,-3,2,18,7,1,5,-11
COCCN(C(=O)CNC(=O)c1cccs1)C(C(=O)NC(C)(C)C)c1ccccc1 (centres undefined),-2,-1,-13,-4,-1,8,1,4
COc1ccc(-c2noc(CSc3nnc(-c4ccncc4)n3-c3ccc(F)cc3)n2)cc1OC,-2,-5,-8,5,18,4,9,2
NS(=O)(=O)OCCCCCc1ccccc1,-20,11,2,4,-46,0,-14,9
CC(C)c1c(C(=O)N/N=C/c2ccccc2OCc2c(F)cccc2Cl)nnn1-c1nonc1N,0,-3,-7,11,18,13,-4,-4
COC(=O)CCCC1=CC2=C(c3ccccc3)C(=O)C(C)(OC(=O)C3CCCC3)C(=O)C2=CN1C1CC1 (centres undefined),-19,7,1,3,-35,1,-4,-30
CCc1ccc(/C=N/NC(=O)c2cc(C3CC3)nc3ccc(Br)cc23)s1,-8,-1,8,17,8,4,-6,-13

# 6 successive compounds from above, for reference:
SMILES,CXCR6 block,APJ agonist,ATG4B inh,CCR6 antagonist,APJ antag,EBI2 antag,Gli-Sufu antag,UBC13 inh
COCCN(C(=O)CNC(=O)c1cccs1)C(C(=O)NC(C)(C)C)c1ccccc1 (centres undefined),-2,-1,-13,-4,-1,8,1,4
COc1ccc(-c2noc(CSc3nnc(-c4ccncc4)n3-c3ccc(F)cc3)n2)cc1OC,-2,-5,-8,5,18,4,9,2
NS(=O)(=O)OCCCCCc1ccccc1,-20,11,2,4,-46,0,-14,9
CC(C)c1c(C(=O)N/N=C/c2ccccc2OCc2c(F)cccc2Cl)nnn1-c1nonc1N,0,-3,-7,11,18,13,-4,-4
COC(=O)CCCC1=CC2=C(c3ccccc3)C(=O)C(C)(OC(=O)C3CCCC3)C(=O)C2=CN1C1CC1 (centres undefined),-19,7,1,3,-35,1,-4,-30
CCc1ccc(/C=N/NC(=O)c2cc(C3CC3)nc3ccc(Br)cc23)s1,-8,-1,8,17,8,4,-6,-13

# Going on with the list:
SMILES,CXCR6 block,APJ agonist,ATG4B inh,CCR6 antagonist,APJ antag,EBI2 antag,Gli-Sufu antag,UBC13 inh
COCc1cc(C)nc2sc(C(=O)NN)c(-n3cccc3)c12,-9,-1,-7,-16,-34,-2,-1,-6
O=C(NCC1CCCO1)C(c1ccncc1)N(Cc1cccs1)C(=O)CN1C(=O)c2ccccc2S1(=O)=O (centres undefined),5,-2,-6,16,16,-21,-5,-3
Cc1ccc(Cl)c(OCCCCN(C)Cc2ccccc2)c1,5,-6,-3,0,15,-6,5,15
CCOc1ccc(Nc2nc(N)c([N+](=O)[O-])c(N3CCOCC3)n2)cc1,-4,0,-3,7,-14,2,8,3
COc1ccc(CC(=O)N/N=C(\C)CC(=O)Nc2ccc3c(c2)OCCO3)cc1OC,4,-1,0,-1,7,-4,15,8
CNS(=O)(=O)c1ccc2nc(NC(=O)/C=C/c3ccco3)sc2c1,4,1,-9,7,-6,-11,-8,-5
O=C1C2C3C=CC(CC3)C2C(=O)N1c1ccc([N+](=O)[O-])cc1 (centres undefined),3,2,-9,12,-2,-1,-5,-11
COc1ccc2[nH]c(C(=O)O)c(NS(=O)(=O)c3ccc(OC)c(OC)c3)c2c1,6,6,-19,-26,-16,-12,4,-10
CC1CC(=O)Nc2ccccc2N1S(=O)(=O)c1ccc(Cl)cc1 (centres undefined),4,-1,3,4,-8,-5,2,3
COc1ccc(NC(=O)CCS(=O)(=O)c2ccc3c(c2)CCCN3C(C)=O)cc1Cl,4,2,-16,8,-5,-9,2,-10
C/C(=C\C(=O)c1ccccc1)NNC(=O)c1ccc(Cl)cc1,46*,-5,5,55*,27,2,-15,-8
COc1ccc(-c2cc(-n3c(C(F)(F)F)nc4ccccc43)n(CCC#N)n2)cc1,6,-1,-8,4,-1,9,2,-4
COc1ccc(-c2csc3ncnc(Oc4cccc5ccc(C)nc45)c23)cc1,3,-2,-7,16,4,24,2,3
COc1ccc(N2CC(C(=O)Nc3cccc(C)n3)CC2=O)cc1 (centres undefined),-2,-4,8,11,6,0,-10,2
COc1ccc(CNC(=O)CN(C)S(=O)(=O)c2ccc3c(c2)n(C)c(=O)c(=O)n3C)cc1,-2,0,2,2,8,-9,-13,-1
CCc1ccc(/C=C2\SC(=S)N(CCC(=O)N3CCN(C)CC3)C2=O)cc1,7,-2,-1,2,17,-14,9,0
COc1ccc(-c2nc(CN3CCC(C(=O)NC4CC4)CC3)c(C)o2)cc1OC,-2,2,-8,10,-2,-2,0,-4
O=C(CSc1nnc2ccc(-c3ccccn3)nn12)Nc1ccccc1F,8,4,-11,4,17,7,-7,10
COC(=O)c1sccc1NC(=O)NC1CCCCC1,-2,-1,0,13,-11,-11,-10,2
COc1ccc(-n2nc(C(=O)NCC(=O)NCCc3ccc(OC)c(OC)c3)c3ccccc3c2=O)cc1,-13,-2,-4,1,15,-1,3,4

# Sorted by formula weight (low to high): part of the list above
SMILES,CXCR6 block,APJ agonist,ATG4B inh,CCR6 antagonist,APJ antag,EBI2 antag,Gli-Sufu antag,UBC13 inh
COc1ccc(-c2nc(CN3CCC(C(=O)NC4CC4)CC3)c(C)o2)cc1OC,-2,2,-8,10,-2,-2,0,-4
CCc1ccc(/C=C2\SC(=S)N(CCC(=O)N3CCN(C)CC3)C2=O)cc1,7,-2,-1,2,17,-14,9,0
COc1ccc(-c2cc(-n3c(C(F)(F)F)nc4ccccc43)n(CCC#N)n2)cc1,6,-1,-8,4,-1,9,2,-4

# Further structures:
SMILES,CXCR6 block,APJ agonist,ATG4B inh,CCR6 antagonist,APJ antag,EBI2 antag,Gli-Sufu antag,UBC13 inh
CCN1CCN(c2ncnc3sc4c(c23)CCC(C)C4)CC1 (centres undefined),10,-1,5,16,11,7,4,2
Cc1cc(C)c(C)c(S(=O)(=O)NC(C(=O)O)C(C)C)c1C (centres undefined),4,-4,-13,8,0,-5,-4,3
CCCCOC(=O)C1=C(C)Nc2ncnn2C1c1ccc(OCC)c(OC)c1 (centres undefined),7,-2,15,9,18,4,-11,1
Cc1n[nH]c(C)c1S(=O)(=O)N(CC(=O)N1CCc2ccccc21)c1ccc(C(C)C)cc1,3,3,-4,7,8,11,8,4
Cc1ccc(CCNC(=O)Cn2cccc2)cc1,-3,-4,-3,-6,-11,4,1,3

# Compounds were not picked by outcome; any-hit rate near 3%.
